Screening data as filed in PubChem BioAssay.
TRb-SRC2 inh: qHTS for Inhibitors of the Interaction of Thyroid Hormone Receptor and Steroid Receptor Coregulator 2; Potency, µM (highest dose often 106 µM), for the others: top-dose activity change, negative = inhibition, hits mostly inhibitors; Thyroid hormone receptor beta (Homo sapiens), P10828; actives 0.065% (n = 280,000); TRbeta-SRC2 peptide binding, fluorescence polarization; receptor liganded with 1 µM T3;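 note: plate controls were bound peptide for no effect and peptide without receptor for full effect; nearly all actives have a fitted effect of over 50% in size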
Target sequence (P10828 whole entry, looked up): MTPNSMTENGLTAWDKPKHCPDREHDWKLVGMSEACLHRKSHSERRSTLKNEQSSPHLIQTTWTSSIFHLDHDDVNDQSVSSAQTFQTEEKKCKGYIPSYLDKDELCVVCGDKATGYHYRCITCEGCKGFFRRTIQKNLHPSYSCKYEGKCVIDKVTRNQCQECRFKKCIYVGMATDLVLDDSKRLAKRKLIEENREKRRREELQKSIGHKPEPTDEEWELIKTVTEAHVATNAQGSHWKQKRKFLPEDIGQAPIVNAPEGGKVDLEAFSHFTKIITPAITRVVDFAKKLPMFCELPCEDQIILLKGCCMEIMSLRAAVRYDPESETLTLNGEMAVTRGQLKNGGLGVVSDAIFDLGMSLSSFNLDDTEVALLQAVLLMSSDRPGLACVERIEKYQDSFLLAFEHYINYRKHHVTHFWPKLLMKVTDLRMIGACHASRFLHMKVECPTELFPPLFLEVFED
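Binding of a 20-amino-acid Texas Red SRC2 peptide (20 nM) to TRb ligand-binding domain (0.6 uM) with agonist T3 at 1 uM was followed by fluorescence polarization after a 5 hr room-temperature incubation.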
RECQ1 inh: qHTS Assay for Inhibitors of RecQ-Like Dna Helicase 1 (RECQ1); ATP-dependent DNA helicase Q1 (Homo sapiens), P46063; AID 2549, 2010; actives 0.54% (n = 240,000); Potency, µM (highest dose often 57.3 µM), without a hit: at the top dose activity, negative = inhibition, usual class: inhibitors; RECQ1 DNA unwinding, red fluorescence kinetic read;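 note: plate controls were vehicle for no effect and no enzyme for full effect; nearly all actives have a fitted effect of over 30% in size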
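RECQ1T1 50 nM; forked duplex (20 bp + 30-nt ss tails) 200 nM, ATP 2 mM final; pH 8.0, 2 mM MgCl2, 2.5 ug/ml poly(dI-dC); 15 min compound preincubation; discontinuous kinetic read over 2 h at RT.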
ALDH1A1 block: qHTS Assay for Inhibitors of Aldehyde Dehydrogenase 1 (ALDH1A1); Purified ALDH1A1, NADH fluorescence, propionaldehyde substrate; Potency, µM (doses to about 75.3 µM), without a hit: at the highest dose activity, negative = inhibition, actives largely listed as inhibitors; Aldehyde dehydrogenase 1A1 (Homo sapiens), P00352; actives 7.3% (n = 220,000); active = well fitted inhibition curve with a large enough effect, not every such curve was filed as active; inconclusive = small, poorly fitted or top-dose-only effect, or another doubt; inactive = no such curve, though single readings can be large or run the other way;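 note: plate controls were no enzyme wells and a reference inhibitor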
LMNA splice mod: qHTS Assay for Modulators of Lamin A Splicing; AID 1487, 2009; Potency, µM (doses to about 46.1 µM), inactives show top-dose ratio change, negative = inhibition, actives largely listed as inhibitors; actives 0.01% (n = 200,000); HeLa LMNA splicing GFP/RFP minigene ratio, 48 h; active = well fitted inhibition curve with a large enough effect in the signal ratio, with a control signal flat, not every such curve was filed as active; inconclusive = small, poorly fitted or top-dose-only effect, or effect the other way, or a change in a side signal; the % refers to the signal ratio; note: % is set by controls: 0 for no effect and ±100 for the full control effect
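Read-out is the ratio of GFP to DsRed2 object intensity, acquired by 488 nm laser-scanning cytometry on HeLa lamin A-EGFP minigene reporter cells. Compound incubation 48 hrs at 37 °C in Opti-MEM with 2% FBS; DMSO 0.5% final.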
GoLoco inh red: qHTS Assay for Inhibitors of RGS12 GoLoco Motif Activity (Red Fluorophore) | Guanine nucleotide-binding protein G(i) subunit alpha-1 (Homo sapiens), P63096 | Gai1:RGS12 GoLoco peptide FP, rhodamine, 10 min | actives 0.44% (n = 230,000) | AID 880, 2007 | Potency, µM (series often up to 61.6 µM), inactives show at the top dose activity, negative = inhibition, actives largely listed as inhibitors; active = well fitted inhibition curve with a large enough effect, not every such curve was filed as active; inactive = no such curve, though single readings can be large or run the other way; note: % is set by controls: 0 for no effect and ±100 for the full control effect; nearly all actives have a fitted effect of over 30% in size; many of its hits are not listed in these tables
SMN2 splice up: qHTS Assay for Enhancers of SMN2 Splice Variant Expression; HEK293 SMN2-luciferase splicing reporter, luminescence, 30-36 h; Potency, µM (top dose mostly 46.1 µM), inactives show at the highest dose activity change, positive = activation, actives largely listed as activators; actives 2.8% (n = 210,000); note: % of control where 0% means no effect; nearly all actives have a fitted effect of over 55% in size
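qHTS luciferase splicing reporter: luminescence rises when SMN2 exon 7 is included in transfected HEK293 cells. Compound exposure lasted 30-36 h at 37C, with 4.5 mM final sodium butyrate as control, followed by a ONE-Glo read.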
JMJD2E inh: qHTS Assay for Inhibitors of Human Jumonji Domain Containing 2E (JMJD2E). Potency, µM (titrated, usually from 57.1 µM), for the others: at the highest dose activity change, negative = inhibition, hits mostly inhibitors. Lysine-specific demethylase 4E (Homo sapiens), B2RXH2. JMJD2E catalytic domain, FDH-coupled NADH fluorescence (FDH is formaldehyde dehydrogenase). actives 1.6% (n = 230,000); active = well fitted inhibition curve with a large enough effect, not every such curve was filed as active; inconclusive = small, poorly fitted or top-dose-only effect, or another doubt; inactive = no such curve, though single readings can be large or run the other way;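 note: 0% = wells with enzyme and -100% = buffer wells without enzyme; nearly all actives have a fitted effect of over 50% in size; many of its hits are not listed in these tables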
Target sequence (B2RXH2 1-337 limits assumed): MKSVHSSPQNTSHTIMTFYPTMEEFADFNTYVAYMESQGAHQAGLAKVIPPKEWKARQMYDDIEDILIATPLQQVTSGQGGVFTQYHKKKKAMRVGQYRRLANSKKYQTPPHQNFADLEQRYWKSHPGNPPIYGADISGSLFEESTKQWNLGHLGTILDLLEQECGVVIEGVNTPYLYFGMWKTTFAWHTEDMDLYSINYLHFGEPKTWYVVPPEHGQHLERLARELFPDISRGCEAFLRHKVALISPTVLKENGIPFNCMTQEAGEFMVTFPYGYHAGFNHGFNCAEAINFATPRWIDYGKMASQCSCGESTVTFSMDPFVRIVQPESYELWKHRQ
TexasRed fluor: Total Fluorescence Counterscreen for Inhibitors of the Interaction of Thyroid Hormone Receptor and Steroid Receptor Coregulator 2. TRb/SRC2 Texas Red total fluorescence interference. Potency, µM (series often up to 106 µM), for the others: at the top dose fluorescence change, negative = quenching. actives 0.29% (n = 280,000). AID 1479, 2009; active = well fitted curve in either direction with a large enough effect; inconclusive = small, poorly fitted or top-dose-only effect; note: % is set by controls: 0 for no effect and ±100 for the full control effect
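Human TRb ligand-binding domain at 0.6 uM with 20 nM Texas Red SRC2 peptide in Tris buffer containing 1 uM T3 and 5% DMSO, incubated with compound 5 h at ambient temperature. Total fluorescence (555/632 nm) calculated as parallel + 2 × perpendicular.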
Starred values were filed as active, the others as inactive; i = inactive; ? = inconclusive; . = not tested or not shown; [ ] = remark or other dose. Unless noted, calls come from the whole dose curve; as a rule, active = well fitted curve in the direction sought with a large enough effect; inconclusive = small, poorly fitted or top-dose-only effect, or another doubt; inactive = no such curve, though single readings can be large; an effect the other way counts as inactive or inconclusive. Potency is the fitted concentration of half-maximal effect.

structure | TRb-SRC2 inh | RECQ1 inh | ALDH1A1 block | LMNA splice mod | GoLoco inh red | SMN2 splice up | JMJD2E inh | TexasRed fluor
COc1ccc(C2C(C(C)=O)=C(O)C(=O)N2CCCn2ccnc2)cc1 (configuration not stated) | -1% | -8% | 1% | -6% | 11% | -8% | -10% | -5%
CC1CCCC(NC(=O)COC(=O)Cc2cn3ccsc3n2)C1C (configuration not stated) | -11% | 7% | -11% | -2% | 9% | -7% | -3% | 2%
O=C(c1nn(Cc2ccccc2)c(=O)c2ccccc12)N1CCN(c2ccccn2)CC1 | -7% | -10% | ? | ? | 7% | -13% | 1% | -1%
N#CCSc1nc2ccc(N3CCCCC3)cc2c(=O)n1Cc1ccccc1 | -3% | -3% | ? | ? | 63%[activator] | -32%[inhibitor] | ? | 0%
COc1ccc(-n2ncc3c(NCc4ccco4)ncnc32)cc1 | -12% | -2% | -11% | 14% | 8% | ? | ? | -2%
COc1cccc(/C=N/NC(=O)CNC(=O)COc2ccccc2)c1O | -4% | -4% | . | . | -6% | . | 8.9µM* | 0%
O=C(N/N=C/c1cccc(O)c1)c1ccc(COc2ccccc2Br)cc1 | -1% | -1% | -15% | ? | 3% | -39%[inhibitor] | 1% | 1%
CCc1ccc(NC(=O)Cc2ccc(OC)cc2)cc1 | -2% | -4% | 5% | ? | 3% | ? | -3% | -4%
O=C(CSCc1c(Cl)cccc1Cl)NN=C1CCCC1 | 13% | -9% | 1.6µM* | ? | 2% | 6% | 14% | -1%
COc1ccc(OCCSc2nc(C)nc3ccccc23)cc1 | 4% | i | -1% | . | 10% | -39%[inhibitor] | -1% | -2%
Cc1cc(NC(=O)c2c(F)cccc2F)n(-c2nc3ccccc3[nH]2)n1 | 3% | -4% | ? | 6% | -7% | -4% | ? | -1%
CC(NC(=O)C1CCC(CNc2c(N3CCCCC3)c(=O)c2=O)CC1)c1ccccc1 (configuration not stated) | 0% | -3% | . | . | 1% | . | 3% | 0%
CNc1cc(-c2ccccc2CN(C)C)ncn1 | . | 2% | ? | 4% | 0% | . | . | .
COc1ccccc1CNC(=O)COC(=O)Cc1ccc(Cl)cc1 | -11% | -3% | 3% | -22% | 0% | 9% | -1% | 1%
O=C(Nc1cccc(C(F)(F)F)c1)c1cccnc1N1CCN(CCO)CC1 | -19% | -5% | -2% | -5% | 9% | -5% | 3% | -1%
Cc1ccc(S(=O)(=O)N2CCCC2C(=O)NCCc2nc3ccccc3[nH]2)cc1 (configuration not stated) | -10% | -5% | 2% | ? | 4% | -55%[inhibitor] | 7% | -3%
O=C(c1ccc(S(=O)(=O)N2CCOCC2)cc1)N1CCN(S(=O)(=O)c2ccc(Cl)s2)CC1 | 3% | i | . | . | -13% | . | -9% | -2%
Cc1ccc2oc(-c3cccc(NC(=S)NC(=O)c4cccs4)c3)nc2c1 | 0% | 2% | ? | -17% | 9% | 1%[1.84 µM] | ? | 1%
CCCCOC(=O)Cn1c(=N)n(CCN(CC)CC)c2ccccc21 | 1% | -6% | 1% | -3% | -5% | ? | -4% | -2%
C=C[C@H]1CCC=C2C(=O)CCC[C@@H]21 | 3% | 0% | -5% | . | -3% | 2% | 17% | 0%
COc1ccc(CCNC(=O)c2ccc(CNS(=O)(=O)c3cccc(Cl)c3)cc2)cc1OC | -12% | -13% | 3.5µM* | ? | -9% | -39%[inhibitor] | 0% | 2%
OCC1(Cc2ccccc2)CCN(CCCC2CCCC2)CC1 | 2% | 1% | -1% | . | 5% | -18% | -8% | -2%
C=CCn1c(SCCCc2ccccc2)nc2c1c(=O)[nH]c(=O)n2C | 6% | -1% | ? | ? | 3% | -2% | 1% | 0%
COCCNC(=O)c1ccc(CS(=O)(=O)c2c(Cl)cccc2Cl)o1 | 1% | -5% | -5% | -19% | 0% | -8% | 11% | -2%
NC(=O)Cn1nnc(-c2ccccc2NC(=O)c2cnccn2)n1 | -2% | 2% | -3% | -3% | 5% | -9% | 0% | 1%
O=C(NC(c1ccccc1)c1c(O)ccc2ccccc12)c1ccccc1Cl (configuration not stated) | -3% | -8% | 1% | ? | 4% | -2% | -2% | 1%
CCOC(=O)CSc1nc2cccnc2n1-c1ccc(F)cc1 | -8% | -1% | 2% | 15% | 2% | 10% | -1% | -1%
C=CCOc1cccc(C2C(C(=O)c3ccc(C)o3)=C(O)C(=O)N2c2nccs2)c1 (configuration not stated) | 0% | -1% | -4% | ? | . | . | -6% | -2%
O=C(C(Sc1ccccc1)c1ccc(Br)cc1)N1CCOCC1 (configuration not stated) | -1% | -4% | 10% | -3% | 13% | -1% | 2% | -3%
O=C1OC2(CCCCC2)OC(=O)C1=CNc1ccc2c(c1)OCO2 | -1% | i | 0.89µM* | -13% | 11% | 11% | 189%[activator] | -7%
CCn1c(C)cc(=S)c2ccccc21 | -2% | 6% | 4µM* | -10% | 14% | . | ? | 1%
Cc1ccc(NC(=S)NC2CCCCC2)cc1S(=O)(=O)N(C)C | -5% | i | ? | -13%[46 µM] | 6% | -1% | -1% | -1%
CC[C@H](C)[C@@H]1NC(=O)c2cc([N+](=O)[O-])cc(I)c2SC[C@@H](C(N)=O)NC(=O)[C@H](CCCCN)NC1=O | -9% | 3% | 1% | 4% | -12% | -2% | -12% | -1%
Oc1c(CN2CCN(c3ccc(F)cc3)CC2)cc(Cl)c2cccnc12 | 4% | -9% | 6% | ? | 2% | -99%[inhibitor] | ? | -2%
COc1cccc(NC(=O)COC(=O)CCOc2ccccc2OC)c1 | -1% | i | 5% | 1%[46 µM] | 9% | 4% | 15% | -2%
COC(=O)c1ccc(/C=N/OCC(=O)NC2CCCCCCC2)cc1 | -5% | -5% | -4% | 17% | 4% | -5% | 0% | -1%
CN(C)C(=O)c1ccc(NC(=O)c2cncc(Br)c2)cc1 | -2% | -11% | 6% | 1% | 0% | ? | 6% | -1%
C/C(=N\Nc1nccnc1Cl)c1c(F)c(F)c(F)c(F)c1F | 9% | 17% | 4% | 4% | 4% | -1% | -13% | 0%
Cc1ccc(C2CC(c3ccc(Cl)cc3)=NNC2=O)cc1 (configuration not stated) | 6% | -6% | ? | ? | 3% | 1% | 0% | -1%
Cc1ccc(SCc2[nH]nc3c2C2(C(=O)N(C)c4ccccc42)C(C#N)=C(N)O3)cc1 (configuration not stated) | -6% | 6% | -5% | -9% | -4% | 28% | 5% | 0%
COc1ccc(NC(=O)C23CC4CC(C2)CC(n2cnc(Br)n2)(C4)C3)c(OC)c1 | -12% | -14% | ? | 9% | 2% | -8% | 4% | -8%
Cc1cc(Br)ccc1OCC(=O)NNC(=O)Cc1ccccc1 | -4% | 0% | 1% | -7% | 1% | -7% | -3% | 0%
Cc1ccc2c(c1)-c1[nH]c(=S)ncc1CS2 | -3% | 10% | 6% | . | 9% | -14% | 6% | 1%
COc1ccnc(N=CNOCc2cccc(C(F)(F)F)c2)c1C#N | 1% | 1% | ? | . | 8% | . | 6% | -4%
O=S(=O)(c1ccccc1)N1CCC(O)(CSc2ccccc2)CC1 | 0% | -22% | ? | -22%[46 µM] | 7% | -65%[inhibitor] | -7% | -3%
O=C1NCCN1c1ccc(CN2CCN(C3CCCCC3)C(CCO)C2)cc1 (configuration not stated) | -7% | -11% | 3% | . | 4% | . | 9% | -7%
CCOC(=O)c1c(O)c2c(n(Cc3ccco3)c1=O)CCCC2 | -20% | -2% | 2% | 19% | 7% | 7% | 4% | -2%
COc1cc(C(CC(=O)N2CCOCC2)c2c(OC)cc(OC)c3ccc(=O)oc23)cc(OC)c1OC (configuration not stated) | -2% | -8% | . | . | 7% | . | -4% | -1%
CCN(CCNC(=O)c1ccc(CSc2nc3ccncc3[nH]2)cc1)c1ccccc1 | 4% | -6% | -9% | ? | 21% | -49%[inhibitor] | 14% | -6%
Cc1c(/C=C/C(=O)c2cccs2)cnn1C | -4% | -6% | ? | 0% | 15% | -36%[inhibitor] | ? | -2%

Other structures.
structure | TRb-SRC2 inh | RECQ1 inh | ALDH1A1 block | LMNA splice mod | GoLoco inh red | SMN2 splice up | JMJD2E inh | TexasRed fluor
O=[N+]([O-])c1ccc(-c2ccn[nH]2)o1 | 0% | -2% | 5% | 6% | 1% | -10% | 1% | -1%
O=C(CCN1C(=O)c2ccc([N+](=O)[O-])cc2C1=O)Nc1ccc(O)cc1C(=O)O | -9% | -1% | -5% | . | -10% | -9% | ? | -5%
Cn1c(=O)[nH]c(=O)c2c1nc1n2CCCN1CCc1ccccc1 | 6% | -3% | -6% | 7% | -12% | 4% | -6% | -1%
COC(=O)c1cnn2c(C(F)(F)F)cc(-c3ccc(F)cc3)nc12 | 2% | -8% | ? | 3% | -29% | -21% | -1% | -1%
CCOC(=O)C1(CCc2ccccc2)CCN(Cc2c(O)cccc2OC)CC1 | 1% | -8% | 0% | ? | -6% | . | 1% | 1%
COc1ccc(C(=O)NC(=S)Nc2cccc(S(=O)(=O)N3CCOCC3)c2)cc1 | -3% | -8% | ? | ? | 6% | -23% | -2% | -1%
O=C(Nc1ccc(F)cc1F)c1c(C(F)(F)F)ccnc1Oc1ccc(Cl)cc1 | -3% | -4% | 0% | . | 0% | . | -3% | -1%

Some of the compounds tested; count on the stated rates, not on these rows.
